Screening data as filed in PubChem.
Tb hexokinase = T. brucei hexokinase 1 inhibition; AID 1430; recombinant TbHK1, G6PDH-coupled NADH A340; hit rate 0.11% among 220,000; inhibition, % at 10 µM;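 active = inhibition of 50% or more in the single-dose primary screen; inactive = inhibition below 50%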
NCF1 inh = blocks human p47phox regulatory protein of NADPH oxidases. AID 1274. inhibition, % at 24.7 µM. hit rate 0.53% among 220,000. P14598. p47phox/p22phox peptide binding, fluorescence polarization, 2 h;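 active = inhibition above about 30%, limit read from the data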;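 note: 0% = p47phox with labelled peptide and 100% = labelled peptide alone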
Target sequence (P14598 whole entry, looked up): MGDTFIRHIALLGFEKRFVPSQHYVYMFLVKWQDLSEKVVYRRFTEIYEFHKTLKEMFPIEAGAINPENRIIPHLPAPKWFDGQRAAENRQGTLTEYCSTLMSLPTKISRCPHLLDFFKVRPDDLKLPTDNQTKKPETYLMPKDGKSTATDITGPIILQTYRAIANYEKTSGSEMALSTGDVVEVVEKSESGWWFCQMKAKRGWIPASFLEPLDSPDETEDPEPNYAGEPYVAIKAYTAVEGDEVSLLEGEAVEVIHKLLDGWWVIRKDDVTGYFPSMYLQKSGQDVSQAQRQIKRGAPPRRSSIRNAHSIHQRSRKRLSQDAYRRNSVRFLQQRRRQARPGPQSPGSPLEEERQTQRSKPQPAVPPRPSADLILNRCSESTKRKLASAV
BaF3 parental = reduces parental Ba/F3 cell viability, JAK2V617F counter-screen; CellTiter-Glo ATP luminescence; inhibition, % at 5.6 µM; hit rate 1.1% among 220,000;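 active = inhibition above a per-campaign cutoff, the mean inhibition of all tested compounds plus 3 SD, cut at about 27% in these data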;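 note: 0% = DMSO wells and 100% = JAK Inhibitor I control wells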
PPC-1+TRAIL kill = kills PPC-1 cancer cells in the presence of TRAIL | cell killing (% activity), % at 4 µM | AID 1443 | PPC-1 cells + TRAIL, ATPLite viability luminescence | hit rate 0.41% among 220,000;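 active = cell killing above 50% in the first pass at 4 µM, then a duplicate retest at 5 µM averaging 50% or more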;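 note: plate controls were cells with TRAIL plus DMSO for no effect and medium-only wells lacking cells for full effect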
EP2 antag = blocks the human prostaglandin E2 receptor EP2 | C6 glioma cells expressing human EP2, cAMP TR-FRET; cells stimulated with saturating PGE2 | inhibition, % at 25 µM | P43116 | hit rate 0.52% among 260,000 | AID 1422;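 active = percent inhibition above 40 after rounding to a whole number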;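 note: rat C6 glioma host cells with rolipram phosphodiesterase inhibitor present; the protocol text gives 20 µM as final concentration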
Target sequence (P43116 whole entry, looked up): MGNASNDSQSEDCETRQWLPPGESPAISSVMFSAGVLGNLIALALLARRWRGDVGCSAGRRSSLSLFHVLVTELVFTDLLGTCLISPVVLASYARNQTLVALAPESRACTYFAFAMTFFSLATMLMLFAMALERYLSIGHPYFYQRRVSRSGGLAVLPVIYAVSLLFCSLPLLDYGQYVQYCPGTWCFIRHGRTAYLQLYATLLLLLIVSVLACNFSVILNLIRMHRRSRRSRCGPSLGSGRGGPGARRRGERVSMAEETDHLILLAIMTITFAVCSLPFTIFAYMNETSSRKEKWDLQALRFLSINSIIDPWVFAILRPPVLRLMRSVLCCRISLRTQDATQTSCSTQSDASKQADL
Furin inh = inhibitors of human furin. P09958. purified furin, fluorogenic substrate cleavage. inhibition, % at 30 µM. hit rate 0.061% among 220,000. AID 463115; in the data active = inhibition above about 25%; note: inactives centre near -15
Ba/F3 V617F tox = reduce viability of Ba/F3 cells dependent on JAK2V617F; hit rate 1.1% among 220,000; Ba/F3 EpoR-JAK2V617F viability, ATP luminescence; inhibition, % at 5.6 µM;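 active = inhibition above the campaign mean plus 3 SD over all tested compounds, cut at about 24% in these data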;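 note: cytokine-independent growth of Ba/F3 cells driven by EpoR plus mutant JAK2; 0% = DMSO-treated cells and 100% = JAK inhibitor I control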
RBBP9 inhibitor = blocks human serine hydrolase RBBP9; O75884; recombinant RBBP9, FP-Rh probe fluorescence polarization; inhibition, % at 7.94 µM; hit rate 0.2% among 220,000; AID 1515;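 active = inhibition above the campaign mean of all tested compounds plus 3 SD, cut at about 14% in these data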;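 note: plate controls were DMSO wells with RBBP9 for no effect and wells lacking RBBP9 protein for full effect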
Target sequence (O75884 whole entry, looked up): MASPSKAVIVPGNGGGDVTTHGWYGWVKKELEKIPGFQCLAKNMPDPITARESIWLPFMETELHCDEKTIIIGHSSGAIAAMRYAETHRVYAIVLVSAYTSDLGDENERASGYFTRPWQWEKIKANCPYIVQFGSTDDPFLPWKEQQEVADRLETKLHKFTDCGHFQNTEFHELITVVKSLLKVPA
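Controls: DMSO-treated enzyme wells and wells lacking RBBP9 | Material: RBBP9 protein | Technique: Fluorescence polarization | Replication: Single well per compound, no replicates | Buffer or medium: Tris-NaCl-Pluronic buffer, pH 8.0 | Timing: 30 min compound preincubation, 45 min probe labeling, 25 °C | Read-out basis: Percent inhibition from mP, scaled between DMSO and no-protein wells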
p97 ATPase inh = inhibitors of human p97 ATPase. recombinant p97 ATPase, Kinase-Glo ATP luminescence, 3 h. inhibition, % at 8 µM. hit rate 0.42% among 220,000; in the data active = inhibition above about 15%;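 note: 0% = DMSO vehicle and 100% = wells lacking enzyme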
Starred values were filed as active, the others as inactive; & = joins results of further samples; [ ] = remark or other dose. An excerpt; count on the stated rates, not on these rows.

What do the screens show for `CCOC(=O)C1=NN(c2cccc(Cl)c2)C2=NC(C)=C(C(=O)OC)C(c3cccs3)N12` (stereo not given)?
Tb hexokinase: -14.1; NCF1 inh: -31.9; BaF3 parental: 2.8; PPC-1+TRAIL kill: -13.4; EP2 antag: 7.0; Furin inh: -8.9[20 µM]; Ba/F3 V617F tox: 2.7; RBBP9 inhibitor: -4.9; p97 ATPase inh: -3.7

Results for CC(=O)Oc1ccc(-c2cccc(C(=O)OCC(=O)N(C)c3ccccc3)c2)cc1 ?
Tb hexokinase: 2.5; NCF1 inh: 6.2; BaF3 parental: 0.6; PPC-1+TRAIL kill: 26.0; EP2 antag: 11.4; Furin inh: -6.2; Ba/F3 V617F tox: -0.9; RBBP9 inhibitor: -1.0; p97 ATPase inh: 7.1

Results for CC1=C(C(=O)N2CCN(c3cc(C)ccc3C)CC2)C2(CCC(C)CC2)OC1=O (stereo not given) ?
Tb hexokinase: -1.0; NCF1 inh: -4.0; BaF3 parental: 5.3; PPC-1+TRAIL kill: -12.7; EP2 antag: 9.7; Furin inh: -12.6; Ba/F3 V617F tox: 1.5; RBBP9 inhibitor: -5.4; p97 ATPase inh: 4.5

Results for O=c1nc2n(c3ccc(Br)cc13)CCS2 ?
Tb hexokinase: -4.4; NCF1 inh: -10.3; BaF3 parental: 2.6; PPC-1+TRAIL kill: 23.4; EP2 antag: 14.5; Furin inh: -12.4[20 µM]; Ba/F3 V617F tox: -1.4; RBBP9 inhibitor: -12.1; p97 ATPase inh: 1.4

What do the screens show for `COc1ccccc1N1CCN(C(=O)C(C)N(c2ccc(C)c(C)c2)S(C)(=O)=O)CC1` (stereo not given)?
Tb hexokinase: -7.7; NCF1 inh: -5.5; BaF3 parental: 4.3; PPC-1+TRAIL kill: 11.0; EP2 antag: 12.5; Furin inh: -19.1[20 µM]; Ba/F3 V617F tox: -1.8; RBBP9 inhibitor: 8.5; p97 ATPase inh: -1.5

How did COc1ccc(NS(=O)(=O)c2ccc(NC(=S)NC(=O)c3cccc(F)c3)cc2)nn1 do in these assays?
Tb hexokinase: 0.9; NCF1 inh: -0.8; BaF3 parental: 1.4; PPC-1+TRAIL kill: 2.2; EP2 antag: 11.8&5.5; Furin inh: 2.5; Ba/F3 V617F tox: -3.5; RBBP9 inhibitor: -4.5; p97 ATPase inh: 3.8

How did COC(=O)c1c(N)sc(C(C)=O)c1C do in these assays?
Tb hexokinase: -43.7; NCF1 inh: -13.1; BaF3 parental: -0.2; PPC-1+TRAIL kill: 7.1; EP2 antag: 13.2; Furin inh: -7.6; Ba/F3 V617F tox: -3.9; RBBP9 inhibitor: -2.0; p97 ATPase inh: 4.4

How did CS(=O)(=O)N1CCN(C(=S)NCc2ccc(F)cc2)CC1 do in these assays?
Tb hexokinase: 4.0; NCF1 inh: -5.2; BaF3 parental: 4.2; PPC-1+TRAIL kill: 14.5; EP2 antag: 7.1; Furin inh: -6.7; Ba/F3 V617F tox: 1.0; RBBP9 inhibitor: -4.6; p97 ATPase inh: -4.2

What do the screens show for `COc1ccc(NC(=O)C2CCCO2)cc1Cl` (stereo not given)?
Tb hexokinase: -4.9; NCF1 inh: -7.2; BaF3 parental: 4.5; PPC-1+TRAIL kill: 13.4; EP2 antag: 5.7; Furin inh: -15.5[20 µM]; Ba/F3 V617F tox: 0.6; RBBP9 inhibitor: -0.3; p97 ATPase inh: 3.5

Results for COc1cccc(CNC(=O)C2CCCN(S(=O)(=O)c3cnc[nH]3)C2)c1 (stereo not given) ?
Tb hexokinase: -3.1; NCF1 inh: -2.5; BaF3 parental: 5.3; PPC-1+TRAIL kill: 17.4; EP2 antag: 22.1; Furin inh: -19.6; Ba/F3 V617F tox: -0.6; RBBP9 inhibitor: -4.6; p97 ATPase inh: -0.4

How did CCOC(=O)C1(Cc2ccc(OC)cc2)CCN(C(=O)c2csc(C)n2)CC1 do in these assays?
Tb hexokinase: -12.8; NCF1 inh: -1.5; BaF3 parental: 4.5; PPC-1+TRAIL kill: -9.8; EP2 antag: 1.7; Furin inh: -24.9; Ba/F3 V617F tox: 3.2; RBBP9 inhibitor: 9.4; p97 ATPase inh: 1.1

Results for CC1NC(=O)N(C)[C@@H]2NC(=O)N(C)C(c3ccc([N+](=O)[O-])cc3)[C@@H]12 (stereo not given in full) ?
Tb hexokinase: -7.6; NCF1 inh: -6.6; BaF3 parental: -1.7; PPC-1+TRAIL kill: 12.1; EP2 antag: 17.8; Furin inh: -28.5; Ba/F3 V617F tox: -5.4; RBBP9 inhibitor: 2.1; p97 ATPase inh: 6.6

What do the screens show for `CSc1c(CC(=O)NCCO)n(C)c2ccccc12`?
Tb hexokinase: 0.3; NCF1 inh: -6.8; BaF3 parental: -1.0; PPC-1+TRAIL kill: 12.7; EP2 antag: 11.8; Furin inh: 4.0[20 µM]; Ba/F3 V617F tox: -1.9; RBBP9 inhibitor: -5.5; p97 ATPase inh: 17.0*

What do the screens show for `COc1ccc(CCNC(=O)c2ccc3c(c2)OCCO3)cc1`?
Tb hexokinase: -0.1; NCF1 inh: -3.6; BaF3 parental: 1.2; PPC-1+TRAIL kill: 24.0; EP2 antag: 6.4; Furin inh: -1.2; Ba/F3 V617F tox: -5.0; RBBP9 inhibitor: 0.7; p97 ATPase inh: 5.0

Results for Cc1nn(C)cc1C(=O)/C=C/c1ccc([N+](=O)[O-])cc1 ?
Tb hexokinase: -26.2; NCF1 inh: -2.7; BaF3 parental: 6.4; PPC-1+TRAIL kill: -10.2; EP2 antag: 9.5; Furin inh: -24.7; Ba/F3 V617F tox: -4.2; RBBP9 inhibitor: -2.4; p97 ATPase inh: 2.9

How did O=C(Nc1ccccc1OC(=O)c1ccc(Cl)cc1)c1ccc(Cl)cc1 do in these assays?
Tb hexokinase: -4.7; NCF1 inh: -14.3; BaF3 parental: 4.5; PPC-1+TRAIL kill: 4.5; EP2 antag: 8.3; Furin inh: -22.6; Ba/F3 V617F tox: -2.9; RBBP9 inhibitor: 0.9; p97 ATPase inh: 4.4

Results for CCOc1ccc(NC(=S)Nc2ccccc2C2(C)CC2)cc1 ?
Tb hexokinase: 7.7; NCF1 inh: -5.4; BaF3 parental: 4.0; PPC-1+TRAIL kill: 16.9; EP2 antag: 8.1; Furin inh: -10.6; Ba/F3 V617F tox: 4.7; RBBP9 inhibitor: -8.2; p97 ATPase inh: -6.0

How did NC(=O)CC(NC(=O)Cc1ccc(Br)cc1)c1ccc(NCc2ccc(F)c(F)c2)c([N+](=O)[O-])c1 (stereo not given) do in these assays?
Tb hexokinase: 6.3; NCF1 inh: -10.7; PPC-1+TRAIL kill: 14.8; EP2 antag: 9.8; Furin inh: -33.2

What do the screens show for `CN(C(=O)Nc1ccc(Cl)cc1)c1c2c(nn1C)CCCC2`?
Tb hexokinase: 4.2; NCF1 inh: -18.6; BaF3 parental: 6.4; PPC-1+TRAIL kill: -10.0; EP2 antag: 3.8; Furin inh: -13.6; Ba/F3 V617F tox: 2.8; RBBP9 inhibitor: -7.2; p97 ATPase inh: -6.8

What do the screens show for `C/C(=C\c1ccccc1)C1NC(=O)c2c(sc3c2CCCC3)N1` (stereo not given)?
Tb hexokinase: 0.5; NCF1 inh: -4.9; BaF3 parental: 3.0; PPC-1+TRAIL kill: 13.4; EP2 antag: 4.1; Furin inh: 2.6; Ba/F3 V617F tox: 4.6; RBBP9 inhibitor: -8.6; p97 ATPase inh: -4.3

Results for CCOc1cc2c(cc1OCC)C(c1ccccc1)N(c1ccccc1)C(=O)C2 (stereo not given) ?
Tb hexokinase: 32.1; NCF1 inh: -13.0; BaF3 parental: 4.9; PPC-1+TRAIL kill: 17.7; EP2 antag: 2.6; Furin inh: -3.8; Ba/F3 V617F tox: 0.2; RBBP9 inhibitor: -2.9; p97 ATPase inh: 0.6

What do the screens show for `O=C(Nc1cccc(F)c1)/C(=C\c1cccnc1)NC(=O)c1cccs1`?
Tb hexokinase: -2.0; NCF1 inh: -9.5; BaF3 parental: 6.2; PPC-1+TRAIL kill: -1.3; EP2 antag: 2.6; Furin inh: -7.3[20 µM]; Ba/F3 V617F tox: 0.5; RBBP9 inhibitor: -9.4; p97 ATPase inh: 1.4

How did COc1cc(C(=O)NCc2ccc(C)cc2)ccc1OCc1c(C)noc1C do in these assays?
Tb hexokinase: 0.5; NCF1 inh: -5.1; BaF3 parental: -1.0; PPC-1+TRAIL kill: -5.1; EP2 antag: 14.0; Furin inh: -11.2[20 µM]; Ba/F3 V617F tox: -3.1; RBBP9 inhibitor: -8.2; p97 ATPase inh: 1.3

How did NC(N)=N/N=C/c1ccc(OS(=O)(=O)c2ccccc2)cc1 do in these assays?
Tb hexokinase: -0.5; NCF1 inh: -12.8; BaF3 parental: 6.8; PPC-1+TRAIL kill: 16.4; EP2 antag: 11.1; Furin inh: -9.5; Ba/F3 V617F tox: 4.1; RBBP9 inhibitor: -10.5; p97 ATPase inh: 3.3

How did CN(C)c1cc(NC(=O)CN2CCOCC2)c2ccccc2n1 do in these assays?
Tb hexokinase: -20.6; NCF1 inh: -23.5; BaF3 parental: 1.3; Furin inh: -14.7; Ba/F3 V617F tox: 0.6; RBBP9 inhibitor: -4.4; p97 ATPase inh: 3.4

Results for Cc1ccc(N=C2N=C(N)c3ccccc32)c(C)c1 ?
Tb hexokinase: -10.4; NCF1 inh: 1.9; BaF3 parental: -0.5; PPC-1+TRAIL kill: 4.4; EP2 antag: 14.1; Furin inh: -14.6[20 µM]; Ba/F3 V617F tox: -1.7; RBBP9 inhibitor: -10.6; p97 ATPase inh: 2.7

What do the screens show for `CCCn1c(-c2ccccc2)nc2c(=O)n(C)c(=O)[nH]c21`?
Tb hexokinase: 5.2; NCF1 inh: -17.6; BaF3 parental: 3.9; PPC-1+TRAIL kill: 22.5; Furin inh: 4.7; Ba/F3 V617F tox: 4.7; RBBP9 inhibitor: -2.5; p97 ATPase inh: -4.3

What do the screens show for `O=C(Nc1ccccc1)Nc1nnc(CSCc2ccccc2Cl)s1`?
Tb hexokinase: 13.0; NCF1 inh: -25.1; BaF3 parental: 7.8; PPC-1+TRAIL kill: 12.1; EP2 antag: 5.0; Furin inh: -6.1; Ba/F3 V617F tox: 0.2; RBBP9 inhibitor: -5.4; p97 ATPase inh: 3.3

Results for CCN1CCN(Cc2ccc(NC(=O)c3cc(NC(=O)c4cnnc5ccccc45)cc(OC)c3)cc2C(F)(F)F)CC1 ?
Tb hexokinase: -7.0; NCF1 inh: -23.3; PPC-1+TRAIL kill: 25.6; EP2 antag: 8.9; Furin inh: -25.9

What do the screens show for `Cc1ccc(C)c(N2CCN(C(=O)Cn3c(=O)[nH]c4ccsc4c3=O)CC2)c1`?
Tb hexokinase: -11.7; NCF1 inh: -3.8; BaF3 parental: 3.0; PPC-1+TRAIL kill: 3.6; EP2 antag: 7.5; Furin inh: -15.0[20 µM]; Ba/F3 V617F tox: -2.8; RBBP9 inhibitor: -3.3; p97 ATPase inh: 2.6

Results for CCOC(=O)/C(=N/Nc1ccccc1)c1csc(Nc2ccccc2)n1 ?
Tb hexokinase: -8.2; NCF1 inh: -13.9; BaF3 parental: 2.3; PPC-1+TRAIL kill: -13.5; EP2 antag: 12.8; Furin inh: -2.5[20 µM]; Ba/F3 V617F tox: -4.2; RBBP9 inhibitor: 1.5; p97 ATPase inh: 1.8
